SR-BI uptake up – activators of SR-BI mediated HDL lipid uptake. CHO ldlA[mSR-BI] cells, DiI-HDL uptake fluorescence, 3 h; 100 = double the neutral-control signal. activation, % at 12.5 µM. actives 0.096% (n = 320,000). AID 504775;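 active = mean replicate activation of at least 60% and every replicate at or above 60%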;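 note: 0% = median plate neutral-control signal and 100% = twice that signal; values of inactives mirror those of a sister screen read the other way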
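Material – SR-BI-overexpressing, LDLR-lacking CHO cells · Medium – BSA-supplemented, HEPES-buffered Ham's F12, pH 7.4 · Doses – single concentration · Times – compound with DiI-HDL co-incubation, 3 h at 37 °C · Measured by – bottom-read fluorescence, 550/595 nm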
Keap1 Nrf2 FP – disrupts human Keap1 binding to Nrf2 peptide. actives 0.15% (n = 340,000). inhibition, % at 9.4 µM. Q14145. AID 504523. Keap1 Kelch-Nrf2 peptide fluorescence polarization, 1536-well; in the data active = inhibition above about 12%;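 note: human Keap1 Kelch domain with fluorescein labeled Nrf2 9mer peptide probe; 0% = neutral control wells and 100% = peptide positive control; higher means more block of Keap1 binding to Nrf2 peptide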
Rtt109 HAT inh – blocks Candida albicans Rtt109/Vps75 acetyltransferase activity; Q5AAJ8; purified Rtt109/Vps75, ThioGlo CoA-SH fluorescence, 4 h; inhibition, % at 34.9 µM; actives 0.16% (n = 330,000); AID 540336;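 active = inhibition of at least 50% in every replicate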
Target sequence (Q5AAJ8 whole entry, looked up): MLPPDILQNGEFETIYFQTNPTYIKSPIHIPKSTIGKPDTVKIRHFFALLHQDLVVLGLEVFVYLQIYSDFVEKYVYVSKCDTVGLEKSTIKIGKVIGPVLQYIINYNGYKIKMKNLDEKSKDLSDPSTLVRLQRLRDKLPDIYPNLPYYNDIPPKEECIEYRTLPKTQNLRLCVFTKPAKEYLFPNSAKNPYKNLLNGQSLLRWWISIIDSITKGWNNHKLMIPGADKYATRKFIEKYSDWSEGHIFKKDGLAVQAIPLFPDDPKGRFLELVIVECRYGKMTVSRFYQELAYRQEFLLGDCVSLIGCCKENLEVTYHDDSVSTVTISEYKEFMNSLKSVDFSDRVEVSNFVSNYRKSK
C-LANA FP – inhibitors of KSHV LANA C-terminal domain DNA binding; actives 0.078% (n = 340,000); inhibition, % at 9 µM; MBP-C-LANA/FAM-LBS DNA binding, fluorescence polarization;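 active = highest replicate inhibition at or above 60% at 9 µM, even if other replicates fall short; inactive = all replicates below 60% inhibition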;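 note: 0% = neutral control wells and 100% = 4 µM acridine orange control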
RTF Ca sens act – cardiac RTF calcium sensitization | IANBD-labeled TnC RTF fluorescence at EC20 calcium; 0% EC20 calcium, 100% full calcium | activation, % at 7.2 µM | actives 0.24% (n = 340,000) | AID 493008;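 active = activation above the mean over all tested compounds plus 3 SD, cut at about 30% in these data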;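 note: rise in fluorescence read as greater calcium sensitivity of cardiac thin filaments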
PKA-R2B activ – activates the human PKA-R2B holoenzyme complex; AID 504700; P22694+P31323; activation, % at 11.4 µM; actives 0.079% (n = 340,000); PKA-R2B holoenzyme dissociation, Cy5-IP20 fluorescence polarization; R2B truncated from residue 108, S112A mutant; 0% DMSO only, 100% 113 µM cGMP;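 active = activation above a cutoff set at the mean over all compounds plus 3 SD, cut at about 18% in these data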;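 note: higher means more holoenzyme dissociation and a rise in polarization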
CAL PDZ FP-1 – inhibitors of human CAL PDZ peptide binding; Q9HD26; purified CAL PDZ, TMR-peptide fluorescence polarization, 1 h; inhibition, % at 24.9 µM; actives 0.92% (n = 300,000); AID 602252;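 active = mean inhibition of at least 30% with at least half of replicates also reaching 30%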;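 note: 0% = DMSO neutral control and 100% = excess unlabeled competitor peptide PRC23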
Cardiac RTF inh – cardiac RTF calcium desensitization | P19429+P45379 | IANBD-labeled cardiac RTF, Ca2+ fluorescence | inhibition, % at 7.15 µM | actives 0.12% (n = 340,000) | AID 493244;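 active = inhibition above the mean inhibition of all tested compounds plus 3 SD, cut at about 17% in these data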;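 note: assay run at fixed EC70 calcium of 1.6 mM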
DAGLB inh – diacylglycerol lipase beta (human) inhibition | HEK293T DAGLB membrane lysate, EnzChek fluorogenic substrate | AID 504411 | actives 0.059% (n = 340,000) | Q8NCG7 | inhibition, % at 5.17 µM; in the data active = inhibition above about 34%;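 note: 0% = enzyme with vehicle and 100% = wells lacking enzyme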
Target sequence (Q8NCG7 whole entry, looked up): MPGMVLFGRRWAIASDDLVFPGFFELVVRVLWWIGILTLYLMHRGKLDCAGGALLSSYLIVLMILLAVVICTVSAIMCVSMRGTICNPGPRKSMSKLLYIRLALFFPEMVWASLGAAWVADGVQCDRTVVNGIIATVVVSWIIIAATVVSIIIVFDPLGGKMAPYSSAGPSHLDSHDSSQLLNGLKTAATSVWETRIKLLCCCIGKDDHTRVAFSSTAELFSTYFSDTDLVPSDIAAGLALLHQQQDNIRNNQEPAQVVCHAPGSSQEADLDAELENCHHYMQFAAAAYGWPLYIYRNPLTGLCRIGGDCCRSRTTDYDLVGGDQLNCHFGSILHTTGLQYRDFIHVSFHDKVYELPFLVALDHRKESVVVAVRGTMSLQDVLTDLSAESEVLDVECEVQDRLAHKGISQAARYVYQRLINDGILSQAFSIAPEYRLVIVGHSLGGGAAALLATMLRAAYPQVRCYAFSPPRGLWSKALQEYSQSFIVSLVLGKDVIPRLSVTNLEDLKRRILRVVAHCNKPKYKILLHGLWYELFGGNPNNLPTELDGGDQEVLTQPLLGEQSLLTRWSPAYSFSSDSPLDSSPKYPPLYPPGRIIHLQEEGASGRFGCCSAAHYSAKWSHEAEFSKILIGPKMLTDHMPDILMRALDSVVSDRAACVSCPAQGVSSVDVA
CAL PDZ FP-2 – inhibitors of human CAL PDZ peptide binding; AID 504414; purified CAL PDZ, TMR-peptide fluorescence polarization, 1 h; actives 0.02% (n = 330,000); inhibition, % at 20 µM;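 active = highest replicate inhibition of at least 40%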;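 note: plate controls were DMSO neutral control wells for no effect and unlabeled competitor peptide control wells for full effect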
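Test system: purified CerCALP PDZ construct; Compound dosing: one concentration, 20 µM compound; Also added: TMR-labelled reporter peptide T*-PRC34 bound in PDZ groove; Read-out: inhibition from polarization loss; Controls: unlabelled peptide and DMSO controls; Signal: FP readout, S and P plane fluorescence; Incubation: 1 h at RT.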
* marks the source's active call; other numbers are inactive results.

`COc1ccc(C2CC(c3ccccc3)Nc3nc(N)nn32)cc1` (stereo unspecified) gave SR-BI uptake up 12, Keap1 Nrf2 FP -4, Rtt109 HAT inh 0, C-LANA FP 0.6, RTF Ca sens act 5, PKA-R2B activ 0, CAL PDZ FP-1 -1, Cardiac RTF inh -7, DAGLB inh 2 and CAL PDZ FP-2 -1.2.
For Cc1ccc2c(c1)N(Cc1ccc3c(c1)OCO3)C(=O)C(C)O2 (stereo unspecified) the results were SR-BI uptake up -37, Keap1 Nrf2 FP -2, Rtt109 HAT inh -1, C-LANA FP 1.3, RTF Ca sens act -2, PKA-R2B activ -4, CAL PDZ FP-1 -1, Cardiac RTF inh -3, DAGLB inh -7 and CAL PDZ FP-2 -0.3.
`O=C(Nc1ccncc1)Nc1ccc(Cl)cc1` gave SR-BI uptake up -10, Keap1 Nrf2 FP -4, Rtt109 HAT inh 0, C-LANA FP 0.7, RTF Ca sens act 6, PKA-R2B activ -1, CAL PDZ FP-1 -2, Cardiac RTF inh 3, DAGLB inh -1 and CAL PDZ FP-2 -5.3.
Screening O=C(Cc1ccccc1)Nc1ccnn1C1CCN(Cc2ccc(CO)o2)CC1 returned SR-BI uptake up 6, Keap1 Nrf2 FP -2, Rtt109 HAT inh 0, C-LANA FP 1.1, RTF Ca sens act 2, PKA-R2B activ 3, Cardiac RTF inh -8, DAGLB inh 1 and CAL PDZ FP-2 0.0.
Screening O=C(COc1ccc2ccccc2c1)NC1=NCCS1 returned SR-BI uptake up 11, Keap1 Nrf2 FP -4, Rtt109 HAT inh -6, C-LANA FP -0.2, RTF Ca sens act -2, PKA-R2B activ -11, Cardiac RTF inh -2, DAGLB inh -2 and CAL PDZ FP-2 -1.8.
For Cc1nnc(CN(C)C(=O)c2cc(COc3ccc(C)c(C)c3)on2)o1 the results were SR-BI uptake up 6, Keap1 Nrf2 FP -2, Rtt109 HAT inh -8, C-LANA FP 0.0, RTF Ca sens act -4, PKA-R2B activ 3, CAL PDZ FP-1 -4, Cardiac RTF inh -3, DAGLB inh 2 and CAL PDZ FP-2 -1.5.
`CC(C)(C)c1ccc(OCc2nc(-c3ccccn3)no2)c(Br)c1` gave SR-BI uptake up 11, Keap1 Nrf2 FP -5, Rtt109 HAT inh -4, C-LANA FP -1.8, RTF Ca sens act -2, PKA-R2B activ -3, CAL PDZ FP-1 -5, Cardiac RTF inh -8, DAGLB inh -4 and CAL PDZ FP-2 -2.4.
`COc1cc(C(=O)NNC(=O)c2ccc(F)cc2)ccc1OCC(=O)N1CCOCC1` gave SR-BI uptake up -3, Keap1 Nrf2 FP -4, Rtt109 HAT inh -10, C-LANA FP 1.2, RTF Ca sens act 0, PKA-R2B activ -7, CAL PDZ FP-1 -1, Cardiac RTF inh 4, DAGLB inh -2 and CAL PDZ FP-2 -0.8.
For O=S(=O)(N[C@H]1C[C@@H](NS(=O)(=O)OCC(Cl)(Cl)Cl)C2CCCCC21)OCC(Cl)(Cl)Cl (stereo partly specified) the results were SR-BI uptake up -25, Keap1 Nrf2 FP -5, Rtt109 HAT inh 8, C-LANA FP 1.6, RTF Ca sens act -7, PKA-R2B activ -17, CAL PDZ FP-1 -2, Cardiac RTF inh 6, DAGLB inh 1 and CAL PDZ FP-2 0.7.
Screening COc1ccccc1Nc1nc(-c2cccs2)cs1 returned SR-BI uptake up -57, Keap1 Nrf2 FP 0, Rtt109 HAT inh -2, C-LANA FP -0.2, RTF Ca sens act 1, PKA-R2B activ 1, CAL PDZ FP-1 1, Cardiac RTF inh -3, DAGLB inh 5 and CAL PDZ FP-2 -0.5.
Screening Cc1cccc(CC(=O)Nc2c3c(nn2-c2cccc(Cl)c2)CS(=O)C3)c1 (stereo unspecified) returned SR-BI uptake up 15, Keap1 Nrf2 FP -3, Rtt109 HAT inh 11, C-LANA FP -0.6, RTF Ca sens act 2, PKA-R2B activ 2, Cardiac RTF inh 0, DAGLB inh -3 and CAL PDZ FP-2 -0.3.
Screening O=C(CCNC(=O)c1ccco1)NCc1ccc(F)cc1 returned SR-BI uptake up -1, Keap1 Nrf2 FP -5, Rtt109 HAT inh -8, C-LANA FP 1.8, RTF Ca sens act -2, PKA-R2B activ 10, Cardiac RTF inh 7, DAGLB inh -2 and CAL PDZ FP-2 -0.2.
COc1ccc(CNC(=O)CCc2ccc(S(=O)(=O)N3CCCCCC3)cc2)cc1OC was read as SR-BI uptake up -3, Keap1 Nrf2 FP 4, Rtt109 HAT inh -9, C-LANA FP -1.0, RTF Ca sens act -7, PKA-R2B activ -7, CAL PDZ FP-1 -2, Cardiac RTF inh 4, DAGLB inh 2 and CAL PDZ FP-2 -0.5.
CC(=O)C[C@@H](O)CC(=O)[C@H]1OC(=O)CCCCCCc2ccccc21 was read as SR-BI uptake up 31, Keap1 Nrf2 FP -4, Rtt109 HAT inh -5, C-LANA FP -0.6, RTF Ca sens act -1, PKA-R2B activ -17, CAL PDZ FP-1 3, Cardiac RTF inh -14, DAGLB inh 2 and CAL PDZ FP-2 0.2.
For CCOC(=O)C1(Cc2cccc(Cl)c2)CCCN(C(=O)c2cc(CC)on2)C1 (stereo unspecified) the results were SR-BI uptake up 15, Keap1 Nrf2 FP 3, Rtt109 HAT inh -2, C-LANA FP 1.3, RTF Ca sens act 0, PKA-R2B activ 3, CAL PDZ FP-1 -3, Cardiac RTF inh -7, DAGLB inh -6 and CAL PDZ FP-2 -2.2.

Ordered by number of heavy atoms (largest number first): some entries from above
COc1ccc(CNC(=O)CCc2ccc(S(=O)(=O)N3CCCCCC3)cc2)cc1OC was read as SR-BI uptake up -3, Keap1 Nrf2 FP 4, Rtt109 HAT inh -9, C-LANA FP -1.0, RTF Ca sens act -7, PKA-R2B activ -7, CAL PDZ FP-1 -2, Cardiac RTF inh 4, DAGLB inh 2 and CAL PDZ FP-2 -0.5.
`COc1cc(C(=O)NNC(=O)c2ccc(F)cc2)ccc1OCC(=O)N1CCOCC1` gave SR-BI uptake up -3, Keap1 Nrf2 FP -4, Rtt109 HAT inh -10, C-LANA FP 1.2, RTF Ca sens act 0, PKA-R2B activ -7, CAL PDZ FP-1 -1, Cardiac RTF inh 4, DAGLB inh -2 and CAL PDZ FP-2 -0.8.
CC(=O)C[C@@H](O)CC(=O)[C@H]1OC(=O)CCCCCCc2ccccc21 was read as SR-BI uptake up 31, Keap1 Nrf2 FP -4, Rtt109 HAT inh -5, C-LANA FP -0.6, RTF Ca sens act -1, PKA-R2B activ -17, CAL PDZ FP-1 3, Cardiac RTF inh -14, DAGLB inh 2 and CAL PDZ FP-2 0.2.
`CC(C)(C)c1ccc(OCc2nc(-c3ccccn3)no2)c(Br)c1` gave SR-BI uptake up 11, Keap1 Nrf2 FP -5, Rtt109 HAT inh -4, C-LANA FP -1.8, RTF Ca sens act -2, PKA-R2B activ -3, CAL PDZ FP-1 -5, Cardiac RTF inh -8, DAGLB inh -4 and CAL PDZ FP-2 -2.4.

The list goes on:
For COc1ccc(C(=O)N2CCCc3ccccc32)cc1OC the results were SR-BI uptake up -83, Keap1 Nrf2 FP -3, Rtt109 HAT inh 6, C-LANA FP -2.8, RTF Ca sens act 5, PKA-R2B activ 0, CAL PDZ FP-1 -3, Cardiac RTF inh 0 and DAGLB inh 0.
For CC1(C)Cc2c(sc3ncnc(NNC(=S)NCc4ccccc4)c23)CO1 the results were SR-BI uptake up 26, Keap1 Nrf2 FP -1, Rtt109 HAT inh 10, C-LANA FP 0.2, RTF Ca sens act -6, PKA-R2B activ -11, CAL PDZ FP-1 -2, Cardiac RTF inh 4, DAGLB inh 1 and CAL PDZ FP-2 -1.6.
`O=C(C1CCN(S(=O)(=O)c2cccc3nsnc23)CC1)N1CCCc2ccccc21` gave SR-BI uptake up 11, Keap1 Nrf2 FP 2, Rtt109 HAT inh 4, C-LANA FP 0.4, RTF Ca sens act -5, PKA-R2B activ 1, CAL PDZ FP-1 -3, Cardiac RTF inh 9 and DAGLB inh -1.
`COCCN(Cc1cc2cc3c(cc2nc1Cl)OCO3)C(=O)c1cccc(C)c1` gave SR-BI uptake up -10, Keap1 Nrf2 FP 1, Rtt109 HAT inh 0, C-LANA FP -0.9, RTF Ca sens act -2, PKA-R2B activ -4, CAL PDZ FP-1 -6, Cardiac RTF inh 4, DAGLB inh 2 and CAL PDZ FP-2 -0.3.
For CCOc1ccc(CN2CCC(n3nccc3NC(=O)CCCc3ccccc3)CC2)cc1 the results were SR-BI uptake up -17, Keap1 Nrf2 FP -1, Rtt109 HAT inh 11, C-LANA FP -2.0, RTF Ca sens act -2, PKA-R2B activ -7, CAL PDZ FP-1 -5, Cardiac RTF inh -10, DAGLB inh 2 and CAL PDZ FP-2 -0.2.
For CCn1cc(CN2CCc3c([nH]c4ccccc34)C2c2cccc(OC)c2)c(C)n1 (stereo unspecified) the results were SR-BI uptake up -16, Keap1 Nrf2 FP 3, Rtt109 HAT inh -7, C-LANA FP 0.9, CAL PDZ FP-1 8 and CAL PDZ FP-2 -0.6.
Screening CC(Sc1ccc(Br)cc1)C(N)=O (stereo unspecified) returned SR-BI uptake up 0, Keap1 Nrf2 FP 3, Rtt109 HAT inh 0, C-LANA FP 0.6, RTF Ca sens act -1, PKA-R2B activ 10, CAL PDZ FP-1 -4, Cardiac RTF inh 3, DAGLB inh -4 and CAL PDZ FP-2 0.4.
Screening Cn1c(N)c(C(=O)COC(=O)c2nc(Cl)ccc2Cl)c(=O)n(C)c1=O returned SR-BI uptake up -4, Keap1 Nrf2 FP -3, Rtt109 HAT inh 5, C-LANA FP 1.1, RTF Ca sens act 2, PKA-R2B activ 7, CAL PDZ FP-1 -3, Cardiac RTF inh -3, DAGLB inh 1 and CAL PDZ FP-2 -0.4.
Screening FC(F)(F)c1ccc(C2Nc3cccc4cccc(c34)N2)cc1 returned SR-BI uptake up -42, Keap1 Nrf2 FP -5, Rtt109 HAT inh 11, C-LANA FP 0.9, RTF Ca sens act 3, PKA-R2B activ 2, CAL PDZ FP-1 3, Cardiac RTF inh 5, DAGLB inh 4 and CAL PDZ FP-2 -1.0.
`COC(=O)C1Cc2c([nH]c3ccccc23)CN1` (stereo unspecified) gave SR-BI uptake up 10, Keap1 Nrf2 FP 0, Rtt109 HAT inh -3, C-LANA FP 1.5, RTF Ca sens act 6, PKA-R2B activ 10, CAL PDZ FP-1 -1, Cardiac RTF inh -12, DAGLB inh -1 and CAL PDZ FP-2 -3.6.
CC(=O)Nc1ccc(S(=O)(=O)Nc2nc3n(n2)C(c2ccccc2)CC(=O)N3)cc1 (stereo unspecified) was read as SR-BI uptake up 44, Keap1 Nrf2 FP -3, Rtt109 HAT inh 10, C-LANA FP 1.5, RTF Ca sens act -2, PKA-R2B activ -4, CAL PDZ FP-1 1, Cardiac RTF inh -14, DAGLB inh -1 and CAL PDZ FP-2 0.2.

Bioassay records from PubChem.
